Assay outcomes as filed in PubChem BioAssay.
PMI act – activators of human PMI, primary screen, biochemical, fluorescence intensity, near-Km mannose 6-phosphate. Mannose-6-phosphate isomerase (Homo sapiens), P34949. purified human PMI, coupled resazurin fluorescence, 20 min; hits give high values; 1 = vehicle control, 0 substrate-free wells. activation factor at 20 µM. actives 0.005% (n = 190,000). AID 1214, 2008;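 active means activation factor of 2 or more at 20 µM, relative to plate controls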
Target sequence (P34949 whole entry, looked up): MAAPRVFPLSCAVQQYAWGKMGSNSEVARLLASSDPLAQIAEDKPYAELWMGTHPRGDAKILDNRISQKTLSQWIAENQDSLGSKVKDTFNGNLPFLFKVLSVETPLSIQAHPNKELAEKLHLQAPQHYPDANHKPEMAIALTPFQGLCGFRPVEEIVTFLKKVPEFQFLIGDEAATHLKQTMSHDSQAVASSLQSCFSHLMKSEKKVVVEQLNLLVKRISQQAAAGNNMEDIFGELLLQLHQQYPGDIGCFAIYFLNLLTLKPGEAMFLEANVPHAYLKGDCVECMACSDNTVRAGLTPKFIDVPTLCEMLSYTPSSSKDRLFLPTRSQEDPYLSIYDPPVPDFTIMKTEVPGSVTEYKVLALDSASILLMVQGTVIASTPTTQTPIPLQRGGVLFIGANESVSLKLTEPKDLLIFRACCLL
TNAP inh hi DEA – human TNAP enzyme inhibitors, primary screen, biochemical, luminescent, high phosphate acceptor level, uHTS; Alkaline phosphatase, tissue-nonspecific isozyme (Homo sapiens), P05186; purified TNAP, CDP-star luminescence, 1 M DEA; inhibition, % at 20 µM; actives 0.03% (n = 200,000); AID 1135, 2008;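 active means over 50% inhibition of tissue-nonspecific alkaline phosphatase at 20 µM in the single-dose screen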;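 further: plate controls were DMSO wells for no effect and EDTA-quenched wells as full inhibition for full effect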
Diaphorase inh – diaphorase inhibitors and chemical oxidizers, primary screen, counter-screen for diaphorase-coupled primary assays, biochemical, uHTS, resorufin fluorescence; diaphorase resazurin-to-resorufin fluorescence, NADH, 16 min; bacterial (C. kluyveri) enzyme, not human; actives 0.69% (n = 190,000); inhibition, % at 20 µM;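 active means primary screen inhibition at 20 µM above a set limit, cut at about 50% in these data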;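 further: plate controls were DMSO with full reaction for no effect and wells lacking NADH for full effect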
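Test system: Clostridium kluyveri diaphorase enzyme / Quantity: diaphorase at 0.14 U/mL in enzyme working solution / Incubation: 16-min room-temperature incubation before reading / Benchmarks: NADH-free wells as positive control, DMSO-only neutral wells / Signal: resorufin fluorescence 544/590 nm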
PMI act satM6P – human PMI activators, high substrate, primary screen, biochemical, fluorescence intensity, near-saturating mannose 6-phosphate; Mannose-6-phosphate isomerase (Homo sapiens), P34949; coupled PMI enzyme assay, resazurin fluorescence, 20 min; hits give high values; 1 = untreated enzyme, 0 = substrate-free blank; activation factor at 20 µM; actives 0.34% (n = 190,000);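 active means activation factor of 2 or more at 20 µM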
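Test system – human PMI in coupled enzyme assay · Timing – 20 min incubation at room temperature · Detection – Diaphorase-driven resazurin-to-resorufin fluorescence, excitation 544, emission 590 nm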
TNAP inh no acc – human TNAP enzyme inhibitors, primary screen, biochemical, luminescent, no phosphate acceptor, uHTS; Alkaline phosphatase, tissue-nonspecific isozyme (Homo sapiens), P05186; purified TNAP, CDP-star luminescence, 30 min; inhibition, % at 20 µM; actives 0.26% (n = 200,000); AID 1012, 2008;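 active means tissue-nonspecific alkaline phosphatase inhibition above about 50% at 20 µM in the single-dose screen, limit read from the data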;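 further: 0% = DMSO negative control and 100% = EDTA positive control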
Diaphorase act – compounds boosting diaphorase resazurin reduction – biochemical, uHTS, resorufin fluorescence, counter-screen for diaphorase-coupled primary assays, primary screen; activation factor at 20 µM; actives 0.005% (n = 190,000); Diaphorase/resazurin coupled assay, 16 min; hits give high values; 1 = vehicle wells, 0 = NADH-free wells; AID 1229, 2008;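 active means diaphorase activity raised at least twofold by the compound at 20 µM; inactive means activation factor below 2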
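Material: purified diaphorase enzyme from Clostridium kluyveri; Also added: 0.114 mM NADH and 0.1 mM resazurin, final amounts; Doses: single compound dose of 20 µM, 1% DMSO final; Times: 16 min enzyme reaction, ambient temperature; Detection: resorufin fluorescence, excitation 544 nm, emission 590 nm; Measure: increased resorufin signal from activators or reducing compounds.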
Efa HMGR inh – inhibitors of E. faecalis class II HMGR, primary screen, biochemical, Enterococcus faecalis; HMG-CoA reductase (Enterococcus faecalis, mvaE); purified E. faecalis HMGR, NADPH absorbance 340 nm kinetic; inhibition, % at 10 µM; actives 0.41% (n = 190,000); AID 1066, 2008;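 active means inhibition above a set limit, the median over all tested compounds plus 3 SD, cut at about 9.5% in these data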;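 further: enzyme runs in reverse so mevalonate oxidation gives rising NADPH absorbance; 0% = complete reaction with DMSO and 100% = background rate lacking mevalonate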
FLuc stim CS – FLuc activators, initial screening, artefact control for FLuc-dependent activation tests, biochemical, ATPlite luminescence; Luciferin 4-monooxygenase (Photinus pyralis), P08659; AID 1027, 2008; 200,000 tested, under 10 active; activation factor at 10 µM; ATPlite luciferase biochemical, 10 min; 0 = ATP-free wells, 1 = DMSO control;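 active means luciferase activation factor, scaled between plate controls, of at least 2 with compound at 10 µM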
Target sequence (P08659 whole entry, looked up): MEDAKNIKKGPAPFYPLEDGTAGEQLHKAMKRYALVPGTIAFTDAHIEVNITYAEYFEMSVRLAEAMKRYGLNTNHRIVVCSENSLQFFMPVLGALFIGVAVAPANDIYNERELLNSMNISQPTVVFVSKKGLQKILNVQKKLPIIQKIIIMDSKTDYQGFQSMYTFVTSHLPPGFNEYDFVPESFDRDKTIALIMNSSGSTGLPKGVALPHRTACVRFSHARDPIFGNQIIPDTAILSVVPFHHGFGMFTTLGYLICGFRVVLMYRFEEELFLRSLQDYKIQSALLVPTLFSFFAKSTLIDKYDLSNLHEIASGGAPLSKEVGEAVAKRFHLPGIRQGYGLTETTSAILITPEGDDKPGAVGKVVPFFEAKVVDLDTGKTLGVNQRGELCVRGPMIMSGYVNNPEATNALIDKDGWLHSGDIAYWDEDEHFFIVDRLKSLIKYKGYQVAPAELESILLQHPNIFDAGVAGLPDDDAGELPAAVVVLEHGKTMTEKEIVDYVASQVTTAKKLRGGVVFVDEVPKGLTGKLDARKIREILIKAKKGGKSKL
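Material: Luciferase/luciferin reagent mix | Doses: Test compounds dosed from 2 mM stocks in 100% DMSO | Timing: 10 min incubation after luciferase reagent addition, room temperature | Measured by: Luminescence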
G6PDH counter – L. mesenteroides G6PDH inhibitors, counter-screen for G6PDH-coupled screening assays, biochemical, Leuconostoc mesenteroides enzyme; Purified L. mesenteroides G6PDH, diaphorase/resazurin coupled fluorescence, 45 min; AID 1020, 2008; inhibition, % at 5 µM; actives 0.12% (n = 200,000); in the data active means inhibition above about 50%
TNAP act hi DEA – TNAP activators at high phosphate acceptor level, primary screen, biochemical, luminescence, uHTS. Alkaline phosphatase, tissue-nonspecific isozyme (Homo sapiens), P05186. purified TNAP, CDP-star luminescence, 1 M DEA, 30 min; hits give high values; 0 = EDTA background, 1 = DMSO-only activity. activation factor at 20 µM. 200,000 tested, under 10 active. AID 1136, 2008;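 active means activation factor at least 2 at 20 µM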
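Control set: EDTA negative control, DMSO positive control / Assay system: human TNAP / Quantity: TNAP 1/800 final / Evaluation: TNAP activation factor scaled between EDTA and DMSO control wells / Measured by: luminescent substrate turnover signal / Compound dosing: one dose, 20 µM / Times: 30 min enzyme reaction at room temperature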
* marks the source's active call; other numbers are inactive results. An unsorted share of the library; any-hit rate near 1.7%.

SMILES	PMI act	TNAP inh hi DEA	Diaphorase inh	PMI act satM6P	TNAP inh no acc	Diaphorase act	Efa HMGR inh	FLuc stim CS	G6PDH counter	TNAP act hi DEA
FC(F)(F)c1ccccc1NC(=S)N/N=C1\CC2CC=CC12 (stereo not drawn)	1	1	-12	1	-7	1.1	-7	1	-6	1
CC(=O)c1c(C(C)=O)c(C)n(NC(=O)c2cccnc2)c1C	1	-5	10	0.9	-4	0.9	-3	1.1	2	1.1
CCN(Cc1ccccc1)C(=O)CC1Oc2ccccc2NC1=O (stereo not drawn)	1	-5	10	1	-6	0.9	-5	1.1	4	1
COc1cc(CC(=O)Nc2ccc(N3CCOCC3)cc2)cc(OC)c1OC	0.9	-3	10	0.8	-9	0.9	-5	1	0	1
CCOC(=O)Cc1csc(NC(=O)CSc2nnnn2-c2ccc(C)cc2C)n1	0.9	2	14	0.9	-1	0.9	-3	1.1	4	1
Cc1cc(C)c2c(C)c(C(=O)Nc3c(C)n(C)n(-c4ccccc4)c3=O)oc2c1	1	4	-6	1	0	1.1	-2	1	-3	1
CC(C)Cn1c(=O)c(C(=O)N/N=C/c2cccc(F)c2)c(O)c2ccccc21	1	-2	4	1.1	3	1	1	1.1	5	1
CN(C)c1ccc(Nc2nc(N)c([N+](=O)[O-])c(N3CCOCC3)n2)cc1	0.9	9	29	0.6	5	0.7	-4	1	-4	0.9
Cn1nnnc1SCC(=O)c1ccc(Br)s1	1.1	0	5	1.1	4	0.9	-60	1	13	1
C/C=C/C(=O)Nc1nnc(-c2ccccc2C)s1	1	-5	-10	1	7	1.1	0	1	7	1.1
Cc1cccc(C2=NC(C(F)(F)F)(C(F)(F)F)c3c(n(-c4ccc(F)cc4)c(=O)[nH]c3=O)N2)c1	1.2	-5	4	1.1	3	1	-1	1	6	1.1
O=C(CN1C(=O)c2ccccc2S1(=O)=O)N1CCN(Cc2ccc3c(c2)OCO3)CC1	0.9	-9	9	1	-8	0.9	3	0.9	12	1.1
CC(C)OCCCn1c(=S)[nH]c2ncccc2c1=O	1	-7	18	0.9	-10	0.8	-7	1.1	4	1.1
O=C(CSc1ccc2c(c1)OCCO2)Nc1ccc(Br)cc1	0.9	-2	25	0.9	-10	0.7	-1	1	-6	1
COc1cc(/C=N/NC(=O)CCNC(=O)c2ccccc2Cl)ccc1O	0.9	-3	13	0.8	-2	0.9	0	0.9	16	1

Retrieved by structure from the entries so far:
SMILES	PMI act	TNAP inh hi DEA	Diaphorase inh	PMI act satM6P	TNAP inh no acc	Diaphorase act	Efa HMGR inh	FLuc stim CS	G6PDH counter	TNAP act hi DEA
FC(F)(F)c1ccccc1NC(=S)N/N=C1\CC2CC=CC12 (stereo not drawn)	1	1	-12	1	-7	1.1	-7	1	-6	1
CCOC(=O)Cc1csc(NC(=O)CSc2nnnn2-c2ccc(C)cc2C)n1	0.9	2	14	0.9	-1	0.9	-3	1.1	4	1
Cc1cc(C)c2c(C)c(C(=O)Nc3c(C)n(C)n(-c4ccccc4)c3=O)oc2c1	1	4	-6	1	0	1.1	-2	1	-3	1
CC(=O)c1c(C(C)=O)c(C)n(NC(=O)c2cccnc2)c1C	1	-5	10	0.9	-4	0.9	-3	1.1	2	1.1

Additional structures follow.
SMILES	PMI act	TNAP inh hi DEA	Diaphorase inh	PMI act satM6P	TNAP inh no acc	Diaphorase act	Efa HMGR inh	FLuc stim CS	G6PDH counter	TNAP act hi DEA
COc1ccc(CCNC(=O)c2ccccc2SC)cc1	1.1	-2	0	1.1	-14	1	-5	1	-1	1
Cc1cccc2nc(CSc3nc4[nH]ncc4c(=O)n3-c3ccccc3Cl)cc(=O)n12	1	-1	12	0.9	-5	0.9	-3	1	0	1
Cc1cc(NC(=O)Cn2cnc3c2c(=O)n(C)c(=O)n3C)n(-c2ccccc2)n1	0.8	-1	17	0.8	-10	0.8	-7	1.1	-5	1
CCn1c(NC(=O)c2ccccc2)c(-c2cccs2)c(=O)c2ccccc21	1.1	1	15	1.1	14	0.8	0	1	3	1
Cc1ccc(C(=O)c2ccc(N3CCOCC3)c(F)c2)cc1	1	-4	-2	1	-11	1	-7	0.9	2	1
Cc1ccc(OCCC(=O)OCC(=O)C(C)(C)C)cc1	0.9	-2	14	1.1	-10	0.9	2	1	13	1
COCCCn1c(C)csc1=Nc1cccnc1	0.9	-1	16	0.9	-1	0.8	3	1	5	1
COc1ccc(C2CC(=O)c3cnc(NC(=O)c4cc(OC)cc(OC)c4)nc3C2)cc1 (stereo not drawn)	1.2	2	14	0.9	-5	0.9	-5	1	-4	1
Cc1ccc(-c2n[nH]c(=S)n2/N=C/c2ccc(C)s2)cc1	0.9	5	14	0.9	45	0.9	-6	1.1	4	0.9
O=C1CN(CC(=O)Nc2cccc(Cl)c2Cl)c2ccccc2N1	1.4	-1	7	1.4	1	0.9	-2	1.1	8	1
CC(C)NC(=O)C(=O)N/N=C/c1ccco1	0.9	-1	13	0.9	-13	0.9	-9	1.1	-14	1
O=C(CSc1nc2ncccc2[nH]1)NCCc1ccccc1	0.9	-6	16	0.9	10	0.8	-2	1.1	7	1.1
CCNC(=O)N(C)c1nncnc1C(=O)NC	1	-2	6	1	-12	0.9	5	1.1	3	1
O=C(c1cc(F)ccc1F)C1CCCN(C(=O)c2ccc(F)cc2Cl)C1 (stereo not drawn)	0.9	-3	12	0.9	-5	0.9	-2	1.1	8	1
COc1ccccc1-c1ccc(SCc2ccc([N+](=O)[O-])cc2)nn1	1	-4	13	1	-11	0.9	-4	1.1	-5	1

Entries shown so far containing two or more sulfur atoms:
SMILES	PMI act	TNAP inh hi DEA	Diaphorase inh	PMI act satM6P	TNAP inh no acc	Diaphorase act	Efa HMGR inh	FLuc stim CS	G6PDH counter	TNAP act hi DEA
CCOC(=O)Cc1csc(NC(=O)CSc2nnnn2-c2ccc(C)cc2C)n1	0.9	2	14	0.9	-1	0.9	-3	1.1	4	1
Cn1nnnc1SCC(=O)c1ccc(Br)s1	1.1	0	5	1.1	4	0.9	-60	1	13	1
Cc1ccc(-c2n[nH]c(=S)n2/N=C/c2ccc(C)s2)cc1	0.9	5	14	0.9	45	0.9	-6	1.1	4	0.9

(listing goes on)
SMILES	PMI act	TNAP inh hi DEA	Diaphorase inh	PMI act satM6P	TNAP inh no acc	Diaphorase act	Efa HMGR inh	FLuc stim CS	G6PDH counter	TNAP act hi DEA
CCOc1cc(/C=N\NC(=O)c2ccc(C)nc2)cc([N+](=O)[O-])c1O	0.9	6	17	1	3	0.8	-1	1	-12	0.9
CCOC(=O)C1=NN(C(C)=O)C2(CC(=O)N(c3cc(C)cc(C)c3)C2=O)C1 (stereo not drawn)	1	-1	9	0.9	-2	0.9	0	1.1	-3	1
Cc1ccc2c(CC(=O)O)coc2c1	0.9	-4	9	0.9	-6	0.9	3	1	5	1
Nc1c(Cl)ncnc1N/N=C/c1ccccn1	1.2	21	46	1.2	-91	0.5	-3	0.6	0	0.8
Cc1noc(C)c1C(=O)NCCCc1ccccc1	0.9	-4	9	0.9	-9	0.9	0	1	-3	1
CCCNC(=O)OC[C@H]1O[C@H](CCO/N=C/C[C@@H]2C=C[C@H](OC(C)=O)[C@@H](COC(C)=O)O2)C=C[C@@H]1Oc1ccc(OC)cc1	1.1	0	0	1	-1	1	-7	1.1	17	1
Cn1c(=O)c2c(nc(NCCOc3ccc(C(C)(C)C)cc3)n2C)n(C)c1=O	1.1	0	1	1.1	-4	1	13*	1.1	-4	1
Cc1cnc(CN(C)Cc2nc(Cc3cccc(C(F)(F)F)c3)no2)[nH]1	0.9	-3	0	1	-6	1	-2	1	6	1
O=C(CSc1nnc(C2CC2)n1-c1ccccc1)NCCc1ccc(F)cc1	0.9	-3	18	0.9	-8	0.8	-7	1.1	-6	1
CC1(C)Cc2ccccc2C(NNC(=O)c2ccccn2)=N1	1	-5	2	1	-127	1	-2	1	8	1.1
C/C(O)=C/c1nc2ccccc2[nH]c1=O	1	2	9	1	-16	0.9	1	1	11	1
Cc1csc(SCCN2C(=O)c3ccccc3C2=O)n1	1.1	-10	11	1	-15	0.9	-6	0.9	6	1.1
C=CCN(CC=C)S(=O)(=O)c1ccc(NC(=S)NC(=O)c2ccc(-c3ccccc3)cc2)cc1	0.9	-1	3	1	0	1	-2	1	12	1
O=C(O)/C(=C\c1ccccc1Cl)c1ccc(S(=O)(=O)N2CCCCC2)s1	1	1	16	1.2	-1	0.8	-4	1	13	1
CCC(NC(=O)c1ccccc1NC(=O)c1ccccc1)C(=O)OC (stereo not drawn)	1.1	-4	19	1.1	4	0.8	2	1	15	1
Cc1cc(NC(=O)C2CC2)ncc1NC(=O)C12CC3CC(CC(C3)C1)C2	1	-6	13	0.9	-13	0.9	-5	1.1	4	1.1
O=C(NCc1ccc2c(c1)OCO2)C1CCN(C(=O)Nc2ccc(Cl)cc2)CC1	0.9	-6	9	1	-17	0.9	-6	1.1	0	1.1
CCc1c(C)c2c(C)[nH]nc2oc1=O	1	-5	16	0.9	13	0.8	0	1.1	1	1.1
Cc1ccc(C(=O)NCCc2csc(C)n2)cc1	0.9	-5	8	1	-6	0.9	-5	0.4	-10	1
O=C(Cn1ncc2c(=O)oc3ccccc3c21)NCCC1=CCCCC1	1.1	-3	-10	1.1	-8	1.1	1	1	6	1

Compounds from the list above with bromine, in the order listed:
SMILES	PMI act	TNAP inh hi DEA	Diaphorase inh	PMI act satM6P	TNAP inh no acc	Diaphorase act	Efa HMGR inh	FLuc stim CS	G6PDH counter	TNAP act hi DEA
Cn1nnnc1SCC(=O)c1ccc(Br)s1	1.1	0	5	1.1	4	0.9	-60	1	13	1
O=C(CSc1ccc2c(c1)OCCO2)Nc1ccc(Br)cc1	0.9	-2	25	0.9	-10	0.7	-1	1	-6	1
